Assay outcomes from PubChem.
Coupling enz: qHTS Assay for Inhibitors of Fructose-1,6-bisphosphate Aldolase from Giardia Lamblia: Coupling assay counterscreen | coupling enzyme system counterscreen, AmpLite Red fluorescence | activity change, negative = inhibition, % at 58.2 µM, hits read low | 290,000 tested, 0.67% active | AID 2472, 2010; in the data active = activity change below about -30%; also: % is scaled to controls: 0 for no effect and ±100 for the full control effect
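Fluorescence at 525 nm excitation and 598 nm emission measured inhibition of the coupled detection system without aldolase. Compounds (at 57.5 uM final) were preincubated 10 min at room temperature with coupling enzyme reagent before a 20 min substrate/AmpLite Red step.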
TSG101-PTAP inh: qHTS Assay for Iinhibitors of HIV-1 Budding by Blocking the Interaction of PTAP/TSG101 | Tumor susceptibility gene 101 protein (Homo sapiens), Q99816 | 340,000 tested, under 10 active | AID 493005, 2010 | Fluorescence polarization, FITC-PTAP peptide / Tsg101 binding | Potency, µM (highest dose often 115 µM), without a hit: top-dose activity change, negative = inhibition, usual class: inhibitors; active = well fitted inhibition curve with a large enough effect in the main read-out, with a control signal flat, not every such curve was filed as active; inconclusive = small, poorly fitted or top-dose-only effect, or effect the other way, or a change in a side signal; inactive = no such curve, though single readings can be large or run the other way; also: potency is read from the fitted curve at half-maximal effect; % of control where 0% means no effect
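FP read-out: FITC-PTAP peptide, 50 nM final, binding Tsg101 binding domain, 10 uM final; 20 min, r.t.; 10 mM HEPES pH 7.5, 0.15 M NaCl, 0.01% Tween 20, 3 mM EDTA, 0.1 mM TCEP.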
Integrin act MD: qHTS for Activators of Integrin-Mediated Alleviation for Muscular Dystrophy. 350,000 tested, 0.064% active. Potency, µM (series often up to 38.3 µM), for the others: at the highest dose activation, usual class: activators. alpha7betagal myoblasts, beta-gal FDG fluorescence, 48 h;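 also: potency is read from the fitted curve at half-maximal effect; 100% = response of the positive control SU9516; nearly all actives have a fitted effect of over 60% in size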
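alpha7betagal+/- myoblasts (passage 13, 250/well) treated 48 h at 37C with compounds at 1:260 dilution of DMSO stock. Lysed, then beta-galactosidase activity read as FDG fluorescence (ex 480/em 540) after 30 min, with pre-read for autofluorescence.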
GALK inhibitor: qHTS Assay for Inhibitors of Human Galactokinase (GALK). P51570. Purified GALK, Kinase-Glo residual ATP luminescence. 270,000 tested, 0.007% active. AID 1868, 2009. Potency, µM (series often up to 57.5 µM), inactives show at the highest dose activity change, negative = inhibition, usual class: inhibitors; also: potency is read from the fitted curve at half-maximal effect; % is scaled to controls: 0 for no effect and ±100 for the full control effect
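The enzyme phosphorylates galactose (100 uM) using ATP (35 uM); inhibition is detected as higher residual ATP, quantified by bioluminescence after 1 h reaction at room temperature, pH 8.0.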
Menin-MLL TR inh: qHTS Assay for Inhibitors Targeting the Menin-MLL Interaction in MLL Related Leukemias: Competition With Texas Red Labeled MLL-derived Mutant Peptide. Menin + Texas Red MLL mutant peptide, fluorescence polarization. O00255. AID 1768, 2009. 270,000 tested, 0.23% active. Potency, µM (series often up to 61.6 µM), for the others: at the top dose FP activity change, negative = inhibition, usual class: inhibitors; active = well fitted inhibition curve with a large enough effect in the polarisation, with a control signal flat, not every such curve was filed as active; inconclusive = small, poorly fitted or top-dose-only effect, or effect the other way, or a change in a side signal; inactive = no such curve, though single readings can be large or run the other way; the % refers to the polarisation; also: potency is read from the fitted curve at half-maximal effect; % of control where 0% means no effect; many of its hits are not listed in these tables
BCR signal inh: qHTS Assay to Find Inhibitors of Chronic Active B-Cell Receptor Signaling | ABC-DLBCL IkBa-CBG/CBR reporter, luminescence ratio, 4 h | Potency, µM (highest dose often 46.1 µM), for inactives: at the top dose ratio change, negative = lower green/red ratio, most hits filed as inhibitors | 340,000 tested, 0.05% active | AID 493014, 2011; active = well fitted inhibition curve with a large enough effect in the signal ratio, with a control signal flat, not every such curve was filed as active; inconclusive = small, poorly fitted or top-dose-only effect, or effect the other way, or a change in a side signal; the % refers to the signal ratio;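 also: potency is read from the fitted curve at half-maximal effect; plate controls were basal doxycycline-induced cells for no effect and cells given 10 µM MG132 for full effect; MG132 reads +100%, hits lower the ratio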
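TMD8 ABC-DLBCL cells carrying doxycycline-inducible green luciferase fused to IkappaBalpha plus unfused red luciferase were exposed to compounds (up to 46 uM) for 4 hrs at 37C. Activity came from the overlap-corrected green/red luminescence ratio.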
S-ASM inh: Inhibitors of Secretory Acid Sphingomyelinase (S-ASM): qHTS. Sphingomyelin phosphodiesterase (Homo sapiens), P17405. placental ASM, HMU-PC fluorogenic substrate, 60 min. Potency, µM (series often up to 57.5 µM), for the others: at the highest dose activity change, negative = inhibition, most hits filed as inhibitors. 340,000 tested, 0.006% active; also: potency is read from the fitted curve at half-maximal effect
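Fluorescence read-out (Ex 386 nm, Em 447 nm) after stopping the reaction at pH 10. Enzyme: ASM from human placenta; substrate HMU-PC0, 9 uM final; 60 min, 37 °C. Compound preincubation 10 min, ambient temperature.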
Tb PFK block: qHTS Assay to Find Inhibitors of T. brucei phosphofructokinase; ATP-dependent 6-phosphofructokinase (Trypanosoma brucei brucei), O15648; T. brucei PFK, ADP-Glo luminescence; Potency, µM (highest dose often 57.5 µM), without a hit: at the top dose activity, negative = inhibition, hits mostly inhibitors; 330,000 tested, 0.17% active; AID 485367, 2010;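 also: potency is read from the fitted curve at half-maximal effect; 0% = uninhibited 1x PFK enzyme wells and -100% = no-enzyme wells; nearly all actives have a fitted effect of over 60% in size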
Target sequence (O15648 whole entry, looked up): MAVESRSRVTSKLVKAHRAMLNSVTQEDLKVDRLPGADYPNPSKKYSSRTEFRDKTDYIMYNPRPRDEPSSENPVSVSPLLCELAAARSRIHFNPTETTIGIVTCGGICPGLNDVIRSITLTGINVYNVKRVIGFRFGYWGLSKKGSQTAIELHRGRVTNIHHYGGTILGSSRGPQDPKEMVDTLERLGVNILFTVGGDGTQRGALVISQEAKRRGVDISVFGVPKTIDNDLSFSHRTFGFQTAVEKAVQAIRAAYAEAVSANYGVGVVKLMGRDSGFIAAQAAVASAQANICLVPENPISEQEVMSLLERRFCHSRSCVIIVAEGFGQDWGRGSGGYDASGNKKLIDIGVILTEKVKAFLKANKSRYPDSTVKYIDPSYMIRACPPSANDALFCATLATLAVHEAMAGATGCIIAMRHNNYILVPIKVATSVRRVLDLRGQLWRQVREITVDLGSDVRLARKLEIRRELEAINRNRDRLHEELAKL
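Compounds were pin-transferred as a titration series up to 57 uM into substrate buffer (0.5 mM F6P, 0.1 mM ATP, pH 8.0), then 1.25 nM PFK was added and reactions ran 45 min before ADP-Glo detection.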
Giardia killer: Small Molecules that selectively kill Giardia lamblia: qHTS. Giardia lamblia trophozoite viability. activity change, % at 7.66 µM, hits read low. 340,000 tested, 0.15% active. AID 540267, 2011; in the data active = activity change below about -80%; inconclusive = between about -30% and that limit;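 also: parasites exposed to compound for two days anaerobically before the ATP read; % is scaled to controls: 0 for no effect and ±100 for the full control effect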
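Giardia trophozoites, 100 cells per well, were exposed to compounds for 48 hrs at 37 deg C under anaerobic conditions; viability was then read as ATP content by bioluminescence after 15-30 min at room temperature.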
PKM2 act: qHTS Assay for Activators of Human Muscle isoform 2 Pyruvate Kinase. Pyruvate kinase PKM (Homo sapiens), P14618. purified PKM2, Kinase-Glo ATP luminescence, activation; response scale: 0% is enzyme alone, no compound. Potency, µM (top dose mostly 57.5 µM), for inactives: at the highest dose activation, hits mostly activators. 260,000 tested, 0.34% active. AID 1631, 2009; also: potency is read from the fitted curve at half-maximal effect; % is scaled to controls: 0 for no effect and ±100 for the full control effect; nearly all actives have a fitted effect of over 55% in size
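ATP formation by purified human PK-M2, quantified via coupled luciferase luminescence after 1 h at room temperature with 0.1 mM ADP and 0.5 mM PEP final.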
B2AR arrestin: qHTS assay of beta-arrestin-biased ligands of beta2-adrenergic receptor. Beta-2 adrenergic receptor (Homo sapiens), P07550. beta-arrestin recruitment to beta2AR, cell-based reporter. Potency, µM (titrated, usually from 46.1 µM), inactives show top-dose activation, usual class: activators. 330,000 tested, 0.02% active;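 also: potency is read from the fitted curve at half-maximal effect; 0% = DMSO controls and full agonism = EC100 isoproterenol or metaproterenol; nearly all actives have a fitted effect of over 65% in size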
Target sequence (P07550 whole entry, looked up): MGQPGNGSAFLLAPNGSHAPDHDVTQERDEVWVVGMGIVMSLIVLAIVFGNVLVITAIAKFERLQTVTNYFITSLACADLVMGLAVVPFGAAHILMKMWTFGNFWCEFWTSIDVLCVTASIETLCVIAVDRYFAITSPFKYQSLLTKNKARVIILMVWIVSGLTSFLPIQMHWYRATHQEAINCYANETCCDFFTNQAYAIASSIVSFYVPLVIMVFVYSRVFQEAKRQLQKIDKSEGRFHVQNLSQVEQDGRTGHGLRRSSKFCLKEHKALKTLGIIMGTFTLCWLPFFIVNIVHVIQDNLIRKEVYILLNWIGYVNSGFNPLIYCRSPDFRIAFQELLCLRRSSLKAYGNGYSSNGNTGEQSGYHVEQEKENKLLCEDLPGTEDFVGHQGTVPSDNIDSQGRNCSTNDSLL
* marks the source's active call; other numbers are inactive results; ? = inconclusive; · = not tested or not shown; & = joins results of further samples; [ ] = remark or other dose. Unless noted, calls follow the shape of the dose curve; as a rule, active = well fitted curve in the direction sought with a large enough effect; inconclusive = small, poorly fitted or top-dose-only effect, or another doubt; inactive = no such curve, though single readings can be large; an effect the other way counts as inactive or inconclusive. An excerpt (hit frequency here may not be typical).

cpd	canonical_smiles	Coupling enz	TSG101-PTAP inh	Integrin act MD	GALK inhibitor	Menin-MLL TR inh	BCR signal inh	S-ASM inh	Tb PFK block	Giardia killer	PKM2 act	B2AR arrestin
1	COc1ccc(C=O)cc1COc1ccc(C)cc1[N+](=O)[O-]	-3	-11%	11%	1%	-10%	?	-2%	4%	10	7%	0.5%
2	Cc1ccc(NC(=O)COC(=O)c2ccc(Br)o2)cc1S(=O)(=O)N1CCCCC1	·	-1%	21%	·	·	-2%	-11%	7%	-1	·	-0.2%
3	CCCc1nnc(SCC(=O)N2CCCCC2)n1CCCOC	0	-7%	-12%	3%	0%	6%	1%	1%	24	2%	-0.5%
4	COc1cccc(CNCC(O)(c2ccc(Cl)cc2)c2ccc(Cl)cc2)c1	-1	-2%	-56%[inhibitor]	-3%	-7%	?	-2%	0%	-13	0%	-0.1%
5	COC(=O)CCNC(=O)Cc1c(C)n(C(=O)c2ccc(Cl)cc2)c2ccc(OC)cc12	0	-1%	-2%	2%	-17%	?	-3%	27%	7	0%	-0.5%
6	CCN1C(=O)[C@H]2[C@@H](c3ccc(Cl)cc3)N3C(=O)CN(CCOC)C(=O)[C@@]3(Cc3ccccc3)[C@H]2C1=O	3	0%	-11%	·	-6%	4%	0%	1%	-9	3%	-0.9%
7	[N-]=[N+]=NC1CC(CO)OC1n1ccc(=O)[nH]c1=O (stereo unspecified)	·	0%	-17%	-8%	·	1%	0%	2%	-11	·	0.1%
8	Cc1ccccc1C(=O)N1CCN(c2ccc(NC(=S)NC(=O)c3ccco3)cc2)CC1	-1	-1%	-16%	·	-2%	?	-3%	2%	?	0%	-0.2%
9	Cc1ccc(C)c(NC(=O)Cn2c(=O)n(-c3ccc(CC(=O)NCC4CCCO4)cc3)c(=O)c3ccccc32)c1 (stereo unspecified)	2	·	·	9%	?	-6%	·	1%	·	-15%	0.1%
10	CC(Oc1ccc(Br)cc1)C(=O)Nc1ccc(N2CCOCC2)cc1N1CCOCC1 (stereo unspecified)	·	1%	-2%	·	·	6%	-3%	1%	0	·	-0.1%
11	N#CCOc1nc(N2CCCC2)nc(N2CCCC2)n1	2	-5%	-3%	1%	-1%	0%	-3%	-4%	13	1%	-1.2%
12	O=C(CSc1nnnn1C1CCCCC1)Nc1nc2c(s1)CCCC2	1	2%	-34%	0%	14%	·	-8%	·	10	-10%	·
13	Cc1ccc(-n2nc3c(N4CCC(C(=O)NCCc5ccco5)CC4)nnc(C)c3c2C)cc1	·	-1%	-14%	-4%	·	-9%	14%	12%	-13	·	0.1%
14	O=C(O)C(C(O)c1ccccc1)[n+]1ccccc1 (stereo unspecified)	·	-3%	10%	·	·	2%	9%	0%	-20	·	0.5%
15	CCOC(=O)CSc1cn2c(n1)CCC2	1	-4%	-29%	-3%	-5%	6%	1%	0%	3	12%	-1.1%
16	Cc1ccn2cc(C(=O)N3CCN(c4cnn(-c5ccccc5)c(=O)c4Cl)CC3)nc2c1	·	-3%	23%	·	·	2%	-6%	1%	-2	·	-0.9%
17	O=C(Nc1ccc2ccccc2c1)N1CCCN(CCOc2ccccc2)CC1	0	-1%	?	-3%	·	1%	4%	3%	-8	2%	-0.2%
18	Cc1nnnn1/C(=C\c1ccccc1)C(=O)OCC(=O)N1CC2(C)CC1CC(C)(C)C2 (stereo unspecified)	1	1%	-42%	1%	?	?	0%	1%	-3	0%	0.3%
19	COc1cc(NC(=O)Cc2c(C(=O)O)[nH]c3ccccc23)cc(OC)c1OC	9	-5%	4%	1%	12%	5%	3%	5%	-6	-4%	-0.3%
20	O=C(CSc1ccccc1)N1CCN(c2ccccc2)CC1	2	-6%	-4%	0%	-6%	?	0%	-3%	-10	-3%	-0.2%
21	CCOC(=O)CN1C(=O)NC2(CCCc3ccccc32)C1=O (stereo unspecified)	1	-7%	2%	13%	2%	-9%	-1%	-1%	-9	·	0.1%
22	COCCNC(=O)Cn1nc(C(F)(F)F)c(Br)c1C	0	-4%	16%	3%	-2%	0%	1%	-17%	-6	2%	0.2%
23	COc1ccccc1N1CCN(CCC(=O)Nc2cccc(Cl)c2)CC1	1	-8%	-16%	5%	-23%	-1%	7%	-4%	23	·	-0.4%
24	CC(=O)N1CSCC1C(=O)NNS(=O)(=O)c1cccc(C(F)(F)F)c1 (stereo unspecified)	7	0%	2%	-1%	·	-8%	-3%	-6%	-3	1%	0.4%
25	Cc1ccc(C)c(S(=O)(=O)NCC(=O)NCc2ccco2)c1	0	2%	4%	0%	7%	-2%	5%	-3%	-7	2%	-1.0%
26	CCC(C)(C)NC(=O)C(c1ccc(C)cc1)N(CC1CCCO1)C(=O)CCC(=O)Nc1ccccn1 (stereo unspecified)	0	-3%	-28%	-2%	-26%	13%	-3%	0%	-18	2%	-0.1%
27	COC(=O)C1=C(C(=O)OC)[C@@H]2N(Cc3ccccc3)c3ccccc3[C@@]23C[C@@H](C(=O)OC)N(C(=O)COCc2ccccc2)C3=N1	4&1	-1%	-30%	5%	-10%[11.7 µM]	6%	-1%	5%	7	-11%[11.5 µM]	-0.2%
28	COc1ccc(S(=O)(=O)NCc2ccncc2)cc1OC	2	-4%	-29%	1%	-15%	-4%	2%	-4%	-6	-2%	0.4%
29	O=S(=O)(Nc1ccc(O)cc1)c1cccc2cccnc12	2	-1%	10%	1%	3%[11.7 µM]	?	1%	7%	-9	-3%	-1.4%
30	O=C(c1cccs1)N1CCc2ccccc2C1	0	1%	11%	2%	0%	-1%	3%	-3%	4	-12%	0.3%
31	CCn1c(SCC(=O)c2c(N)n(C3CC3)c(=O)[nH]c2=O)nnc1-c1ccccc1OC	·	-2%	4%	·	·	-4%	1%	0%	-13	·	-0.1%
32	O=C(c1cc(-c2cccs2)on1)N1CCCCC1	12	-7%	20%	0%	8%	?	1%	2%	3	-2%	-0.2%
33	O=C(c1cc2c(s1)-c1ccccc1S(=O)(=O)C2)N1CCN(Cc2ccccc2)CC1	-2	2%	-23%	3%	-14%	-16%	3%	1%	2	-3%	-0.1%
34	O=C(CCc1nnc(CCCCc2ccccc2)o1)N1CCN(CCO)CC1	5	-8%	-22%	2%	·	-3%	-2%	2%	-6	2%	0.3%
35	O=C(Cc1ccsc1)NCC(=O)Nc1ccccc1Br	·	3%	26%	·	·	0%	5%	-2%	23	·	-0.5%
36	COc1ccc(C(C)NC(=O)c2ccccc2Cl)cc1OC (stereo unspecified)	1	-2%	3%	0%	-9%	5%	3%	0%	4	-1%	-1.0%
37	COc1ccccc1CN1CC(C(=O)N(C)Cc2ccncc2C)CCC1=O (stereo unspecified)	·	-2%	-1%	-5%	·	6%	·	0%	19	0%	0.2%
38	CCCCc1nc(NCc2ccccc2)c(C#N)c2c1CCCC2	-2	-1%	?	3%	-13%	0%	-3%	0%	3	-2%	-0.2%
39	COc1ccc2c(c1O)C(=O)c1ccccc1C2=O	6	·	·	1%	?	8%	·	-1%	·	0%	-0.2%
40	CCC12CN(C(=O)c3ccc(C)cc3)CC(CC)(CN(C(=O)c3ccc(C)cc3)C1)C2=O	-1	2%	-8%	1%	-3%	1%	2%	-6%	3	-3%	-0.8%
41	CCOCc1nnc(NC(=O)c2cc(C(=O)OC)cc([N+](=O)[O-])c2)s1	9	-4%	2%	2%	29%	-2%	-2%	0%	4	-3%	-0.2%
